CBFb-RUNX1 inh: qHTS Assay for Compounds Blocking the Interaction Between CBF-beta and RUNX1 for the Treatment of Acute Myeloid Leukemia; Runt-related transcription factor 1 (Homo sapiens) + Core-binding factor subunit beta …; AlphaScreen CBFb-His/RUNX1-biotin binding, biochemical; Potency, µM (highest dose often 59.8 µM), for inactives: at the highest dose activity, negative = inhibition, hits mostly inhibitors; 230,000 tested, under 10 active; also: % of control where 0% means no effect
Target sequence (Q01196 whole entry, looked up): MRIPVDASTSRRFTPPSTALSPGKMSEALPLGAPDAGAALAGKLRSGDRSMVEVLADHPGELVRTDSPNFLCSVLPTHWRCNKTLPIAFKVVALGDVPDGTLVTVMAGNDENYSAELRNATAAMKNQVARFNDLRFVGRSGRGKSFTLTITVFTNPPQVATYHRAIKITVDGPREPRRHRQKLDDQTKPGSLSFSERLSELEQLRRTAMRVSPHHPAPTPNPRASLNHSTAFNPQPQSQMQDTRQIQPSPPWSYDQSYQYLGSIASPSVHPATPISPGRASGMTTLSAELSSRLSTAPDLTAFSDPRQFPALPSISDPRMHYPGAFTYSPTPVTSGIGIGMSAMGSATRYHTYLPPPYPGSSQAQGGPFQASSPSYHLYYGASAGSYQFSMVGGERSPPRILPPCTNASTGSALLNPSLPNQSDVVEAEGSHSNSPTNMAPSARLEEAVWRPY
Target sequence (Q13951 whole entry, looked up): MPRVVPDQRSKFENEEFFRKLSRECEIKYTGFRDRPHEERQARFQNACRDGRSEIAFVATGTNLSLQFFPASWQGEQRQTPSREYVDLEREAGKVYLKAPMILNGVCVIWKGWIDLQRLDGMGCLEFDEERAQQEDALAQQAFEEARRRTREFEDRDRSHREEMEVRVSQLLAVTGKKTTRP
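Room-temperature protein-protein interaction test with 30 nM each of His-tagged CBF-beta and biotinylated RUNX1, 15 min with compound, then 90 min with nickel plus streptavidin beads. Signal read in AlphaScreen mode.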
SMN2 splice enh: qHTS Assay for Enhancers of SMN2 Splice Variant Expression | AID 1458, 2008 | 210,000 compounds, 2.8% hits | Potency, µM (top dose mostly 46.1 µM), without a hit: top-dose activity change, positive = activation, hits mostly activators | HEK293 SMN2-luciferase splicing reporter, luminescence, 30-36 h; also: potency is read from the fitted curve at half-maximal effect; % of control where 0% means no effect; nearly all actives have a fitted effect of over 55% in size
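HEK293 cells carry an SMN2 […]–luciferase reporter in which exon 7 inclusion puts luciferase in frame. Cells were plated 10-12 h before compound addition, then incubated 30-36 h at 37C. ONE-Glo luminescence was read; sodium butyrate at 4.5 mM final served as control.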
HTT aggregate: qHTS Multiplex Assay to Identify Dual Action Probes in a Cell Model of Huntington: Aggregate Formation (GFP); PC12 HttQ103-GFP aggregates, Acumen cytometry, 40 h; Potency, µM (highest dose often 46.1 µM), without a hit: at the top dose activity change, negative = inhibition, most hits filed as inhibitors; 220,000 compounds, 1.1% hits; also: potency is read from the fitted curve at half-maximal effect; % is scaled to controls: 0 for no effect and ±100 for the full control effect; nearly all actives have a fitted effect of over 60% in size
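Huntingtin Q103 exon 1–GFP aggregates in induced PC12 cells (100 nM tebufenozide) were quantified by cytometry from lysates, with compounds dosed in titration.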
IMPase Li cell: qHTS Assay for Identifying the Cell-Membrane Permeable IMPase Inhibitors: Potentiation with Lithium. 210,000 compounds, 0.35% hits. Potency, µM (series often up to 59.4 µM), for inactives: at the highest dose activity, negative = IMPase inhibition, most hits filed as inhibitors. CHO-M1 cells, IP1 TR-FRET (IP-One), carbachol + lithium. AID 1457, 2008;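 also: IP1 builds up when IMPase is blocked and the TR-FRET signal falls; potency is read from the fitted curve at half-maximal effect; plate controls were basal vehicle for no effect and high inhibitor control for full effect; nearly all actives have a fitted effect of over 50% in size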
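CHO cells stably expressing M1 receptor (2000/well, cultured 16–30 h) treated 30 min at 37C with compound plus low lithium. Cytosolic IP1 by TR-FRET (665/620 ratio and 620 channel) after 10 min lysis; AC50 by Hill fit.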
Luc counter: Counterscreen for Luciferase (Kinase-Glo TM) Inhibition; Luciferin 4-monooxygenase (Photuris pensylvanica), Q27757; Kinase-Glo luciferase, ATP luminescence, 8 min; Potency, µM (top dose mostly 38.3 µM), inactives show top-dose activity change, negative = inhibition, most hits filed as inhibitors; 200,000 compounds, 0.28% hits; also: potency is read from the fitted curve at half-maximal effect; % is scaled to controls: 0 for no effect and ±100 for the full control effect; nearly all actives have a fitted effect of over 60% in size
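Compound is pinned into ATP-containing buffer (10 uM ATP, imidazole pH 7.2, 7 mM MgCl2). Kinase-Glo luciferase reagent is then added. Light output is recorded following an 8-min room-temperature incubation.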
LMNA splice mod: qHTS Assay for Modulators of Lamin A Splicing; HeLa LMNA splicing GFP/RFP minigene ratio, 48 h; Potency, µM (highest dose often 46.1 µM), for inactives: at the highest dose ratio change, negative = inhibition, actives largely listed as inhibitors; 200,000 compounds, 0.01% hits; AID 1487, 2009; active = well fitted inhibition curve with a large enough effect in the signal ratio, with a control signal flat, not every such curve was filed as active; inconclusive = small, poorly fitted or top-dose-only effect, or effect the other way, or a change in a side signal; the % refers to the signal ratio; also: potency is read from the fitted curve at half-maximal effect; % is scaled to controls: 0 for no effect and ±100 for the full control effect
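Read-out is the ratio of GFP to DsRed2 object intensity, acquired by 488 nm laser-scanning cytometry on HeLa lamin A-EGFP minigene reporter cells. Compound incubation 48 hrs at 37 °C in Opti-MEM with 2% FBS; DMSO 0.5% final.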
HTT cytoprotect: qHTS Multiplex Assay to Identify Dual Action Probes in a Cell Model of Huntington: Cytoprotection (ATP). 230,000 compounds, 0.14% hits. Potency, µM (titrated, usually from 56.4 µM), without a hit: cytoprotection (ATP increase), most hits filed as activators. PC12 HTT-Q103 induced, cytoprotection, ATP luminescence, 40 h;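 also: potency is read from the fitted curve at half-maximal effect; % of control where 0% means no effect; nearly all actives have a fitted effect of over 45% in size; toxic huntingtin expression switched on by the ecdysone agonist tebufenozide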
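Compounds were screened for protection of PC12 cells against cell death after tebufenozide induction (100 nM final) of mutant Huntingtin exon 1 (Q103) fused to GFP.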
Starred values were filed as active, the others as inactive; ? = inconclusive; . = no result given; & = joins results of further samples; [ ] = another dose, or the depositor's remark. Unless noted, calls follow the shape of the dose curve; as a rule, active = well fitted curve in the direction sought with a large enough effect; inconclusive = small, poorly fitted or top-dose-only effect, or another doubt; inactive = no such curve, though single readings can be large; an effect the other way counts as inactive or inconclusive.

No.	mol	CBFb-RUNX1 inh	SMN2 splice enh	HTT aggregate	IMPase Li cell	Luc counter	LMNA splice mod	HTT cytoprotect
1	COc1ccc(/C=N/NC(=O)c2ccccc2F)cc1CN1CCN(c2ccc(F)cc2)CC1	7.0%	-53.7%[inhibitor]	-4.4%	17.7%	2.5%	-21.2%	-40.9%[10 µM]
2	COc1cc(NS(C)(=O)=O)cc(OC)c1OC	9.0%	12.9%	14.9%	1.6%	0.7%	17.1%[46 µM]	.
3	O=C(Oc1ccccc1-c1csnn1)c1cccs1	10.6%	0.1%	-18.3%	0.4%	-1.0%	11.5%[46 µM]	-3.9%
4	COc1nc(OC)nc(N2CCC(C(=O)NCc3ccc(F)cc3)CC2)n1	4.8%	-12.0%	9.3%	-3.9%[38.3 µM]	-4.6%	20.1%	-27.6%
5	CC1CCCCN1C(=O)CSc1nc2ccsc2c(=O)n1Cc1ccccn1 (configuration not stated)	-4.4%	10.5%	1.4%	10.2%[38.3 µM]	-0.4%	-0.5%	-25.7%
6	COCCNCCOc1ccccc1-c1ccccc1	-1.3%	-2.8%	-10.0%	24.5%[38.3 µM]	-3.0%	8.8%	11.7%[10 µM]
7	CC(C)NS(=O)(=O)c1ccc(NC(=S)NC(=O)c2cccc([N+](=O)[O-])c2)cc1	-9.1%	3.9%	12.1%	9.1%	0.9%	-11.0%	-9.5%[10 µM]
8	Cc1cc(OCC(=O)O)c(Cl)cc1Cl	.	9.9%[9.22 µM]	.	-3.4%	-2.4%[7.66 µM]	.	-10.2%[10 µM]
9	CCCCNC(=O)C1CCN(Cc2ccc(OCc3ccccc3)cc2)CC1	6.9%	?	-11.0%	11.9%	0.5%	?	18.0%[10 µM]
10	Cc1ccc[n+](/C(C(=S)NCc2ccco2)=C(/[O-])c2ccccc2Cl)c1	0.5%	-6.3%	-8.5%	25.5%[38.3 µM]	-1.9%	1.9%	-5.5%
11	C=CCn1c(CCNC(=O)c2ccccc2F)nnc1SCC(=O)Nc1nc(C)cs1	9.5%	-16.2%	-0.1%	-4.8%[38.3 µM]	1.4%	0.8%	16.5%[10 µM]
12	COC(=O)c1c(NC(=O)COC(=O)c2ccc(NC(=O)CC#N)cc2)sc2c1CCCCC2	-0.8%	15.4%	-18.0%	-5.8%	-3.2%	.	-2.0%[10 µM]
13	Cc1ccnc(NS(=O)(=O)c2ccc(NC(=O)c3cc(-c4ccc(Br)cc4)nc4ccccc34)cc2)n1	-3.4%	20.6%	20.5%	30.0%	-1.5%	?	.
14	CN(C)CCNC(=O)/C(=C/c1ccc(-c2cccc(Cl)c2)o1)NC(=O)c1ccccc1	-6.8%	-14.5%	-30.0%	8.0%	3.4%	?	.
15	COC(=O)C1=C(C(=O)OC)[C@@H]2Nc3ccccc3[C@@]23C[C@@H](C(=O)OC)N(C(C)=O)C3=N1	1.1%[13.1 µM]	3.7%[9.22 µM]	4.2%[9.22 µM]	-3.1%	-1.2%[7.66 µM]	?	15.0%&6.8%[10 µM]
16	Cc1cccc(C)c1-n1cccc1/C=C1\SC(=S)N(c2cccc(C(=O)O)c2)C1=O	-0.3%	.	24.4%	-3.2%	.	.	-47.3%
17	COc1ccc(NC(=O)CN2CCC(C(N)=O)(N3CCCCC3)CC2)c(OC)c1	-1.4%	-4.4%	4.1%	-1.7%	1.6%	.	-1.5%
18	Cc1ccc(N2CCN(C(=S)c3ccc(N(C)C)cc3)CC2)cc1	?	-6.9%	?	4.7%	-0.6%	?	2.8%[10 µM]
19	O=C(CCCCCn1c(=S)[nH]c2ccccc2c1=O)N1CCOCC1	-5.1%	-8.4%	-7.2%	?	-4.9%	-4.0%	-1.9%
20	COc1ccc(-c2csc(NC(=O)c3ccc(N4C(=O)CCC4=O)cc3)n2)cc1	-1.0%	2.8%	19.1%	-26.3%	0.4%	10.4%[46 µM]	-39.6%
21	O=C(NCc1ccco1)/C(=C/C=C\c1ccccc1)NC(=O)c1ccc(Br)o1	-3.6%	-73.2%[inhibitor]	?	4.8%	15.5%	?	15.0%[10 µM]
22	O=[N+]([O-])c1ccc(C2(O)CN(c3ccccc3)C3=[N+]2CCS3)cc1 (configuration not stated)	-14.4%	-37.6%	5.5%	14.1%	0.7%	-12.2%[46 µM]	-23.8%
23	CC1CCCN(C(=O)CN2C(=O)c3ccccc3C2=O)C1 (configuration not stated)	3.5%	10.2%	11.6%	9.4%[38.3 µM]	7.2%	-1.9%	3.3%[10 µM]
24	Cc1cccc(C(=O)N2CCN(C(=O)c3cccc(C)c3)C(C)C2)c1 (configuration not stated)	5.0%	-9.1%	?	17.7%[38.3 µM]	2.7%	-24.3%	-0.4%[10 µM]
25	O=C(C1CCC1)N1CCC(O)(c2cccc(F)c2)CC1	9.0%	0.0%	2.1%	-2.3%	2.8%	10.1%[46 µM]	21.1%
26	Cc1ccc(NS(=O)(=O)c2ccc(Cl)c(C(=O)Nc3ccccc3-c3nc4ccccc4[nH]3)c2)cc1C	-9.5%	-72.6%[inhibitor]	11.2µM*	0.5%	-0.6%	?	-27.3%[10 µM]
27	CCCCCCC[C@H](N)[C@H](O)C(=O)N(C)[C@@H](CCS(C)=O)C(=O)N[C@@H](Cc1ccc(O)cc1)C(=O)N[C@@H](Cc1ccc(O)cc1)C(=O)O (some centres not stated)	10.0%	.	7.0%[9.22 µM]	.	.	.	25.4%[10 µM]
28	COc1ccc(OC)c(C2=Nn3c(nnc3-c3cccc(OC(C)C)c3)SC2)c1	6.6%	-29.2%	?	16.8%[38.3 µM]	-0.5%	?	-35.9%
29	Cc1cc(S(=O)(=O)N2CCN=C2c2ccccc2)c(C)cc1Cl	0.7%	0.0%	-1.4%	1.5%	1.3%	-3.4%	.
30	CC12CCC(c3c1nc1ccccc1[n+]3[O-])C2(C)C (configuration not stated)	-0.9%	-4.7%	5.7%	-1.9%	-2.1%	-5.1%	.
31	Cc1[nH]ccc(=O)c1Oc1ncc(C(F)(F)F)cc1Cl	-3.6%	0.9%	8.3%	5.1%	-2.7%	-9.3%[46 µM]	-44.5%[inhibitor]
32	CC1(C)Cc2c(C#N)c(N3CCN(C(=O)c4ccccc4Cl)CC3)nc(-c3ccco3)c2CS1	-3.2%	-11.0%	0.5%	1.1%[38.3 µM]	-0.5%	8.5%	-21.9%
33	Cc1[nH]c2ccc(F)cc2c1CCN(Cc1cccnc1)C(=S)Nc1cccc(F)c1	-29.3%	-38.6%[inhibitor]	-4.5%	22.0%	3.8%	.	.
34	COc1cccc(C(=O)NC(=S)Nn2cnnc2)c1OC	12.9%	15.6%	-11.8%	-4.6%	1.5%	-9.5%[46 µM]	-7.8%
35	COc1nc(OC)nc(N2CCC(C(=O)Nc3cccc4c3CCCC4)CC2)n1	5.7%	-10.9%	-1.8%	-1.2%[38.3 µM]	1.8%	13.8%[0.0737 µM]	7.5%
36	COc1ccc(NC(=O)CN(C)S(=O)(=O)c2ccccc2)c([N+](=O)[O-])c1	-6.9%	-5.7%	2.6%	10.2%[38.3 µM]	-0.6%	11.1%	-16.3%
37	CCOC(=O)c1c(NC(=O)CSc2nc3nc(C)cc(C)n3n2)sc(CC)c1C	5.7%	-3.4%[1.84 µM]	2.3%	9.5%	-1.7%	-5.8%	3.1%[10 µM]
38	CS(=O)(=O)c1sc(C(=O)NC(=S)Nc2ccc(OC(F)(F)F)cc2)c2c1C=CCC2	8.7%	.	-14.2%[9.22 µM]	.	.	.	23.4%[10 µM]
39	CCOC(=O)N1CCN(C(=O)c2oc(=O)c3ccccc3c2-c2ccc(C)cc2)CC1	-25.9%	-12.1%	1.6%	20.8%[38.3 µM]	7.3%	7.9%	-1.5%
40	COc1ccc2c(c1)O[C@@H]1c3ccc(OC)cc3OCC21 (some centres not stated)	12.0%	-6.0%	.	-5.9%	-1.7%	.	-40.4%[inhibitor]
41	CCOC(=O)C1=C(C)N(C)C(=S)NC1c1cc(OC)ccc1OC (configuration not stated)	-6.1%	?	10.8%	6.0%	0.4%	.	-20.2%
42	CC1=C(C(=O)Nc2ccccc2)C(c2ccco2)C(C#N)=C(SCC(=O)OC(C)C)N1 (configuration not stated)	11.6%	-10.8%	12.9%	17.0%[38.3 µM]	12.6%	7.5%	-2.8%
43	O=C(CSCc1ccc(Cl)cc1)N/N=C/c1ccccc1	-5.1%	6.9%	-19.0%	34.4%[activator][38.3 µM]	-4.3%	-5.3%	2.8%
44	O=C(c1ccco1)N1CCN(C(=O)C2CCN(S(=O)(=O)Cc3ccccc3)CC2)CC1	3.4%	15.1%	14.4%	-1.0%[38.3 µM]	-2.8%	5.9%	4.9%[10 µM]
45	CCCCSCCCNC(=O)Nc1ccc(C)c(C)c1	-13.4%	-22.6%	-13.0%	3.6%	3.4%	6.1%[46 µM]	-66.9%[inhibitor]
46	O=C(NCc1ccc2c(c1)OCO2)c1ccc(CS(=O)(=O)c2cccc(C(F)(F)F)c2)o1	10.2%	-14.9%	?	3.0%[38.3 µM]	-4.1%	?	12.4%
47	CCn1cc(/C=C2/SC(=S)NC2=O)c(C)n1	6.1%	-10.8%	10.5%	-1.5%	2.5%	-3.5%	-12.1%[10 µM]

An excerpt from above with just IMPase Li cell.
no.	molecule	IMPase Li cell
40	COc1ccc2c(c1)O[C@@H]1c3ccc(OC)cc3OCC21 (some centres not stated)	-5.9%
41	CCOC(=O)C1=C(C)N(C)C(=S)NC1c1cc(OC)ccc1OC (configuration not stated)	6.0%

Compound activity (PubChem BioAssay)

Outcome played no part in choosing rows. Share with any hit: about 4%.
